human PMI inhibitors – human PMI inhibitors, high substrate, primary screen, biochemical, fluorescence intensity, high mannose 6-phosphate (AID 1220); recombinant PMI enzyme, coupled fluorescence intensity; higher % means a stronger effect; inhibition, % at 20 µM, or IC50 in µM where a hit was titrated; hit rate 0.66% among 190,000
TNAP activators – stimulation of alkaline phosphatase TNAP activity – biochemical, luminescent, no phosphate acceptor, uHTS, primary screen (AID 1001). hit rate 0.03% among 200,000. purified TNAP, luminescent activation assay, no phosphate acceptor; higher activation fold means a stronger effect. activation fold at 20 µM, or EC50 in µM where a hit was titrated; in the data active = activation fold from about 3, or a potency from the dose series; inactive = the rest, 99 in 100 with activation fold below about 1.6; also: many of its hits are not listed in these tables
T cell modulator – T cell immune modulation candidate; calls only at 7 µM; AID 2052; 2C CD8+ T cell-vesicle binding, flow cytometry; active compounds read low; hit rate 0.068% among 330,000;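 active = response, share of CD8 T cells binding vesicles, and their 90th percentile fluorescence all below set limits, cut at about 80% in these data, passing the limit was not always enough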
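material = purified 2C TCR transgenic mouse naive CD8+ T cells | controls = Unloaded micro-vesicles (low), QL9 vesicles with 0.7% DMSO (high) | detection = cytometric PE anti-B7-1 and Alexa647 anti-CD8 signals after 1% paraformaldehyde fixation | incubation = binding step 1.5 h, 37 °C, antibody labelling 20 min, ice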
MT stabilizer – microtubule stabilizers in HeLa cells. HeLa tubulin immunostaining HCS, 24 h; share of cells brighter than vehicle mean+2SD. % tubulin-high responders, % at 10 µM. hit rate 0.83% among 200,000. AID 2205;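 active = plate Z-score above 3 for both tubulin-high and condensed-nucleus cell shares, with cell loss under 80%, at 10 µM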;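 also: anti alpha tubulin signal scored within the nucleus-defined area of each cell; some results filed as inactive read as strong as hits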
Ins promoter up – MIN6 insulin promoter up-regulation; MIN6 insulin promoter-GFP reporter, high-content imaging; active compounds read high; z-score at 5 µM; hit rate 0.3% among 190,000; AID 1625;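 active = z-score above 3 at 5 µM with at least 500 cells counted in the well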
Lipid droplet – hepatic lipid droplet formation modulation; AML12 mouse hepatocytes, oleate lipid droplets, BODIPY imaging; inhibition, % at 6.5 µM; hit rate 0.4% among 240,000; AID 1656;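 active = lipid droplet intensity inhibited by at least 50%, with more than 500 cells counted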
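Material: mouse AML12 hepatocyte cell line, fixed after treatment; Timing: compound with oleate, overnight; Technique: high-content imaging of BODIPY-stained droplets and DAPI nuclei; Probe or stimulus: oleate, 100 µM final; Dosing: compound at 6.5 µM only.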
b-catenin transl – beta-catenin nuclear translocation modulation | HeLa beta-catenin nuclear translocation, immunofluorescence imaging | nuclear translocation activity, % at 5 µM | hit rate 0.3% among 190,000;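 active = nuclear translocation activity above 50% at 5 µM, with a well cell count of 50 or more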;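 also: per-cell ratio of nuclear to cytoplasmic median beta-catenin stain intensity; plate controls were DMSO negative control for no effect and GSK-3 inhibitor IX positive control for full effect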
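Test system: human HeLa cell line; Doses: 5 µM primary, 0.02–20 µM confirmation; Incubation: 24 h compound exposure, 37°C; Detection: beta-catenin immunofluorescence imaging with DAPI; Read-out: beta-catenin nuclear/cytoplasmic ratio, % activation.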
human PMI inhibition – MPI enzyme activity inhibition – biochemical, fluorescence intensity, coupled assay, primary screen (AID 1209); inhibition, % at 20 µM; hits with a dose series show IC50 in µM; purified PMI enzyme, coupled fluorescence intensity; higher % means a stronger effect; hit rate 0.42% among 190,000;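 also: plate controls were DMSO vehicle for no effect and wells lacking substrate for full effect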
Autophagy HCS – alters autophagy in cells; MEF GFP-LC3 puncta imaging; test concentration mostly 10 µM; calls only at 10 µM (by protocol); hit rate 0.98% among 190,000; AID 463193;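 active = percentage of spot-positive cells more than 3 SD above its plate mean, without a fluorescence outlier flag or 80% toxicity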;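 also: spot-positive cell cutoff set from DMSO-treated cells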
Ins promoter up cell count – second read-out of Ins promoter up, no call of its own (marks repeat the call); cell count; measured here: cytotoxicity, nuclei count;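 total cells summed across four imaged fields per well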
Lipid droplet cells 6.5 µM – further read-out of Lipid droplet, marked with its call; cell count; measured here: cell count, cytotoxicity flag;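 cells counted across two imaged fields per well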
b-catenin transl cell count 5 µM – further read-out of b-catenin transl, marked with its call; cell count; measured here: cell count, cytotoxicity flag
T cell modulator vesicle-bound % – also measured in T cell modulator; calls as there; double positive events, %; measured here: CD8+ vesicle-bound cell fraction;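 binding gate set so that unloaded-vesicle control wells show 10% double positive cells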
MT stabilizer Hoechst-high % – recorded beside MT stabilizer, whose call it bears; % Hoechst-high responders; measured here: nuclear condensation Hoechst responders;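 share of cells brighter than vehicle mean plus two SD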
MT stabilizer cytotoxicity % – further read-out of MT stabilizer, marked with its call; toxicity, %; measured here: cytotoxicity by cell density;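 0% = mean cell density of plate MIN control wells and 100% = no cells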
Autophagy HCS cell loss 18 h – recorded beside Autophagy HCS, whose call it bears; toxicity, %; measured here: cell loss, nuclei count;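 cell loss after 18 h compound exposure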
* marks the source's active call; other numbers are inactive results; i = inactive; . = no result given; + = active, no number. Rule as the data show it, unless noted: active = inhibition above about 50%; inactive = the rest.

SMILES	human PMI inhibitors	TNAP activators	T cell modulator	T cell modulator vesicle-bound %	MT stabilizer	MT stabilizer Hoechst-high %	MT stabilizer cytotoxicity %	Ins promoter up	Ins promoter up cell count	Lipid droplet	Lipid droplet cells 6.5 µM	b-catenin transl	b-catenin transl cell count 5 µM	human PMI inhibition	Autophagy HCS	Autophagy HCS cell loss 18 h
Cn1nc([N+](=O)[O-])nc1N1CCOCC1	17%	1.1	i	63	2.1	2.3	5.5	0.37	1347	-10	710	-2.9	589	8%	i	34
S=C(Nc1ccc(Cl)cc1)c1sc(N2CCCCC2)nc1N1CCOCC1	-9%	1	i	33	3.0	2.7	0.8	-0.03	1289	-1	716	-0.6	485	-15%	i	-1
O=C(O)Cn1cnc2sc3c(c2c1=O)CCCC3	2%	1.1	i	51	2.0	2.1	7.4	0.24	1653	2	634	-0.4	1581	-2%	i	4
CC1(c2ccc3ccccc3c2)NC(=O)N(CC(=O)NCc2cccs2)C1=O (stereo not given)	3%	1.1	i	57	2.2	2.5	3.8	0.67	1168	-6	594	.	.	1%	i	2
O=C(NCC1CCCO1)C(=O)c1c[nH]c2ccccc12 (stereo not given)	5%	1.1	i	59	2.5	2.0	6.9	0.75	1293	-5	703	0.4	1161	-4%	i	7
CCOc1ccccc1N1CCN(C(=O)c2ccc3[nH]c4c(c3c2)CCCC4)CC1	26%	1.1	i	40	2.3	4.4	9.0	0.36	1417	9	687	-1.6	1110	21%	i	-6
Cc1c(NC(=O)CSc2ccc(Cl)cc2)cccc1-c1nc2ncccc2o1	14%	1.1	i	9	1.4	1.6	7.7	-0.52	1114	.	.	-0.3	1387	20%	i	-29
O=C(Nc1ccccc1)OC1CCCCc2cccnc21 (stereo not given)	.	.	i	25	.	.	.	0	1129	14	724	1.8	1356	.	.	.
CC(=O)c1sc(NC(=O)c2ccc(Cl)cc2)nc1C	.	.	i	33	.	.	.	0.05	939	1	681	0.3	1366	.	.	.
CN(C)c1nc(C(=O)OCCO)nc(N(C)C)n1	9%	1.1	i	14	3.9	2.1	0.4	0.66	1946	16	719	0.1	1101	6%	i	-2

Results in Lipid droplet and human PMI inhibitors, for 2 of the compounds above:
molecule	Lipid droplet	human PMI inhibitors
CC1(c2ccc3ccccc3c2)NC(=O)N(CC(=O)NCc2cccs2)C1=O (stereo not given)	-6	3%
Cn1nc([N+](=O)[O-])nc1N1CCOCC1	-10	17%

(next part)
SMILES	human PMI inhibitors	TNAP activators	T cell modulator	T cell modulator vesicle-bound %	MT stabilizer	MT stabilizer Hoechst-high %	MT stabilizer cytotoxicity %	Ins promoter up	Ins promoter up cell count	Lipid droplet	Lipid droplet cells 6.5 µM	b-catenin transl	b-catenin transl cell count 5 µM	human PMI inhibition	Autophagy HCS	Autophagy HCS cell loss 18 h
COc1ccc(/C=C/C(=O)Nc2cc(S(=O)(=O)N3CCCCC3)ccc2N2CCCCC2)cc1OC	6%	1.1	i	57	4.0	1.5	1.1	-0.94	1255	19	585	.	.	10%	i	-2
O=[N+]([O-])c1cc(C(F)(F)F)ccc1NCCc1c[nH]c2ccccc12	15%	0.9	i	44	2.1	3.2	9.8	0.98	1491	1	678	1.7	1061	27%	i	-13
COc1ccc(-n2c(C)cc(C(=O)CN3C(=O)NC4(CCc5ccccc54)C3=O)c2C)cc1 (stereo not given)	14%	0.9	i	13	2.3	2.3	6.5	-0.6	1060	1	634	-0.2	820	16%	i	8
CCOC(=O)c1sc2nc(N3CCOCC3)c3c(c2c1N)CC(C(C)C)OC3 (stereo not given)	6%	1.1	i	57	1.8	1.1	3.5	-0.53	1508	4	689	1.8	926	9%	i	40
COc1ccccc1C(=O)N1CC2(C)CC1CC(C)(C)C2 (stereo not given)	5%	1	i	8	3.8	2.6	7.3	.	.	-75	743	-0.7	1065	0%	i	-2
COc1ccc(Cn2c(CCC(=O)O)nc3cccnc32)cc1	-8%	1.1	i	8	4.8	3.2	4.5	0.13	1514	.	.	0.5	1385	-3%	i	-9
Fc1ccc(-c2cc(-c3nnc4n3CCCCC4)c3ccccc3n2)cc1	-4%	1	i	51	3.9	1.9	2.6	-0.47	1227	-5	635	0.1	1141	5%	i	7
O=c1c2ccccc2ncn1-c1ccc(Cl)cc1[N+](=O)[O-]	4%	1.1	i	24	1.5	1.3	1.1	0.41	1454	3	704	-1.0	980	2%	i	-14
CN(C)Cc1cc2ccccc2c2c1COC2	.	.	i	32	.	.	.	1.8	952	0	782	-1.0	1437	.	.	.
CCc1ccc(-c2cn(-c3nc(C)cc(C)n3)c(=N)o2)cc1	4%	1.3	i	42	1.3	1.7	4.4	-0.1	1284	27	767	-7.8	1271	15%	i	5
COc1ccc(C(=O)NCc2ccncc2)cc1OC	3%	1.1	i	57	2.8	1.3	11	-0.78	1447	14	658	0.3	1504	3%	i	-13
CCCC(=O)Nc1cccc(NC(=O)c2cccc([N+](=O)[O-])c2C)c1	4%	1	i	13	3.9	0.7	6.1	0.43	1333	-35	707	.	.	6%	i	12
Cc1onc(-c2c(F)cccc2Cl)c1C(=O)Nc1c(C)n(C)n(-c2ccccc2)c1=O	-5%	1.1	i	19	4.9	4.4	6.6	1.5	1465	.	.	1.1	1335	-3%	i	-5
COc1ccc(CCN(Cc2cc3cc(C)ccc3[nH]c2=O)C(C)=O)cc1OC	1%	1	i	4	3.7	2.8	5.4	-0.23	1464	-3	705	-1.1	1122	5%	i	-1
CC1(C(=O)OCC(=O)Nc2ccc3ccccc3c2)CC1(Cl)Cl (stereo not given)	11%	1.1	i	24	1.5	2.0	4.3	-0.06	1133	15	687	-2.9	1128	-1%	i	-4
COc1ccc(NC(=O)CSc2nc3ccccc3c(=O)n2-c2ccc3c(c2)OCO3)c(OC)c1	13%	1.1	i	16	3.0	2.2	4.1	-0.66	1037	.	.	1.5	1425	9%	i	14
O=C(O)CNC(=S)N(Cc1ccccc1)Cc1ccccc1F	9%	1	i	1	2.7	2.0	5.2	0.35	1257	16	690	-0.2	1100	3%	i	-3
Cc1csc(NC(=O)Cc2coc3cc(C)c(C(C)C)cc23)n1	15%	1.2	i	23	1.4	1.4	8.8	0.05	853	.	.	.	.	26%	i	22
Cn1ncc(C#N)c1/N=C/N1CCCCCC1	1%	1.2	i	12	3.5	2.1	0.9	-0.11	1381	.	.	1.0	1407	2%	i	7
O=C(Nc1ccc(Br)cc1F)c1ccncc1	1%	1.1	i	40	1.7	1.0	39	.	.	13	728	-1.5	452	-3%	i	1
Fc1cccc(-c2csc(-c3ccno3)n2)c1	.	.	i	23	.	.	.	-0.37	1377	17	738	0.7	1139	.	.	.
Cc1ccc(C(=O)N2CCN(C(=O)N3CCOCC3)CC2)cc1	6%	1	i	40	2.4	2.1	5.8	0.8	1521	.	.	2.4	1382	3%	i	5
N#C/C(=C\c1cn(Cc2ccc(F)cc2)c2ccccc12)C(=O)NCc1ccco1	-6%	1	i	39	3.4	2.9	0.7	-0.49	1323	0	568	7.0	1043	-3%	+	8.9*
COc1ccc(NS(=O)(=O)c2cc(NC(=O)c3ccccc3F)ccc2N2CCCC2)cc1	.	.	i	13	.	.	.	0.53	1051	-1	671	-0.3	1200	.	.	.
CCOC(=O)c1nc2ccccc2c(C)c1C	.	.	i	32	.	.	.	0.12	946	18	680	1.4	1404	.	.	.
COc1ccc(S(=O)(=O)N2CCCC2C(=O)n2nc(C)cc2C)cc1 (stereo not given)	-11%	1	i	55	4.1	2.1	4.6	-0.24	1173	-18	665	1.3	1097	-10%	i	17
O=[N+]([O-])c1ccc(Sc2cccc3cccnc23)c([N+](=O)[O-])c1	4%	1	i	10	2.1	0.4	14	0.08	954	-51	699	1.0	1185	0%	+	42*

Single entries from the results shown:
`Fc1cccc(-c2csc(-c3ccno3)n2)c1` | Ins promoter up cell count = 1377
`COc1ccc(NS(=O)(=O)c2cc(NC(=O)c3ccccc3F)ccc2N2CCCC2)cc1` | b-catenin transl = -0.3
`COc1ccc(S(=O)(=O)N2CCCC2C(=O)n2nc(C)cc2C)cc1` (stereo not given) | b-catenin transl cell count 5 µM = 1097

High-throughput results deposited in PubChem BioAssay by several laboratories.
